# From PubChem
# TGFb inhibitor – blocks TGF-b signaling. HepG2 CAGA-GFP TGF-b/SMAD3 reporter, GFP fluorescence, 18 h; TGF-beta stimulated, 500 pg/mL final. Potency, µM (series often up to 46.1 µM), for the others: at the highest dose activity, negative = inhibition, most hits filed as inhibitors. 410,000 compounds, 1.2% hits; further: potency means the concentration at half of the fitted maximal effect; on the % scale 0 is the no-effect control and ±100 the full control effect; nearly all actives have a fitted effect of over 65% in size
#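 Using HEPG2 CAGA-GFP reporter cells at 1000 cells/well, we pinned test compounds, stimulated with recombinant TGF-beta (500 pg/mL final) and measured total well GFP after 18 h.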
# Abeta yeast res – restores growth of yeast expressing A-beta42 peptide; yeast expressing A-beta42, growth rescue, OD600, 48 h; response scale: 0% DMSO, 100% iron-clioquinol control; Potency, µM (doses to about 46.1 µM), without a hit: at the top dose growth rescue, most hits filed as activators; 410,000 compounds, 0.063% hits; AID 1347071; further: potency means the concentration at half of the fitted maximal effect; nearly all actives have a fitted effect of over 55% in size
#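 Yeast growth medium received pinned compounds, then yeast cells expressing toxic A-beta were added; plates incubated at 30 C for 48 hr. Growth read as absorbance at 600 nm, normalized to DMSO and equimolar FeCl3 plus clioquinol controls.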
# Mm-Cpn inhibitor – inhibitors of Methanococcus maripaludis chaperonin (MmCpn); purified Mm-Cpn ATPase, ADP Transcreener TR-FRET; Potency, µM (highest dose often 76.9 µM), without a hit: at the highest dose activity, negative = inhibition, actives largely listed as inhibitors; 330,000 compounds, 0.031% hits; further: potency means the concentration at half of the fitted maximal effect; on the % scale 0 is the no-effect control and ±100 the full control effect; nearly all actives have a fitted effect of over 80% in size
#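 ATPase read-out: TR-FRET ADP immunoassay (anti-ADP Eu cryptate vs ADP-d2), ex 320 nm, em 590/665 nm; signal drops as ADP forms. Enzyme 25 nM, ATP 10 uM, 30 min at 37°C after 10 min compound preincubation.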
# Nrf2 ARE act – Nrf2 pathway activation; AREc32 ARE-luciferase reporter (MCF7-derived line), luminescence, 24 h; Potency, µM (doses to about 46.1 µM), for the others: at the top dose activation, usual class: activators; 410,000 compounds, 0.31% hits; AID 624171; further: potency means the concentration at half of the fitted maximal effect; % of control where 0% means no effect; nearly all actives have a fitted effect of over 65% in size
#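 AREc32_Fluc, 1000 cells/well, OPTI-MEM + 5% FBS, o/n 37 deg C 5% CO2; 23 nL cpd by pin tool, 24 hr; Steady-Glo 30 min RT, luminescence.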
# CCT modulator – modulators of cytosolic chaperonin (CCT/TRiC) activity; purified chaperonin ATPase assay, HTRF ADP detection, 30 min; activity change, % (concentration not given with the values), hits read low; 360,000 compounds, 0.3% hits; in the data active means activity change below about -30%; further: on the % scale 0 is the no-effect control and ±100 the full control effect
#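 ATPase activity: ADP formed was measured by HTRF Transcreener (665/615 nm ratio) after 30 min at 37 deg C with 10 uM ATP. Compounds screened at one 76 uM concentration against 40 or 20 nM TRiC in Tris pH 7.4/KCl/MgCl2/DTT buffer.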
# HepG2 viability – kills HepG2 cells in TGF-b inhibitor counter-screen | 410,000 compounds, 0.76% hits | HepG2 CAGA-GFP viability, ATP luminescence, 18 h | Potency, µM (doses to about 46.1 µM), inactives show top-dose activity change, negative = cytotoxicity, hits mostly cytotoxic; further: potency means the concentration at half of the fitted maximal effect; some results filed as inactive show a strong effect at the top dose
#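 HepG2 CAGA-GFP cells (1000/well, DMEM with 1% FBS) received compound, then TGF-beta at 500 pg/mL final, and were incubated 18 hours at 37 degrees C. Viability was read by CellTiter-Glo luminescence. Media-only wells were set as complete cell-killing and DMSO as no toxicity.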
# Nrf2 block – inhibitors of Nrf2 signaling. AID 504444. 360,000 compounds, 2.1% hits. A549 ARE-Fluc reporter, luciferase luminescence, 18-24 h. Potency, µM (series often up to 46 µM), for inactives: top-dose activity change, negative = inhibition, hits mostly inhibitors; further: potency means the concentration at half of the fitted maximal effect; on the % scale 0 is the no-effect control and ±100 the full control effect; nearly all actives have a fitted effect of over 60% in size
#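 Quantitative HTS in A549 cells stably bearing an antioxidant response element-firefly luciferase construct. Inhibition of Nrf2-driven transcription was scored by luminescence after 18-24 h of compound exposure at 37 °C.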
# A549 tox – counter-screen for Nrf2 inhibitors: cytotoxicity in A549 cells; A549 ARE-Fluc cells, CellTiter-Fluor viability, 18-24 h; Potency, µM (titrated, usually from 46 µM), for the others: at the top dose activity change, negative = cytotoxicity, hits mostly inhibitors; 390,000 compounds, 0.16% hits; further: potency means the concentration at half of the fitted maximal effect; on the % scale 0 is the no-effect control and ±100 the full control effect
#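 A549 ARE_Fluc cells in 5% FBS OPTI-MEM were exposed to compounds in concentration-response for 18-24 h at 37 deg C. Viability was read by CellTiter-Fluor fluorescence (Ex 405/Em 525) after 30 min, before the luciferase read.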
# pAkt inh – blocks phosphorylation of Akt; Neuro2A IGF-stimulated pAkt S473 HTRF, 20 min; hits give low values; activity change, % for hits at 50 µM; 360,000 compounds, 0.32% hits; in the data active means activity change below about -80%; inconclusive means mostly about -51% to -80%; further: on the % scale 0 is the no-effect control and ±100 the full control effect
#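 Single-point screen (50 µM final compound) in Neuro2A cells stimulated 20 min with 6 nM IGF at 37 deg C. After lysis, Ser473-phosphorylated Akt read by HTRF (ex 330 nm, em 615/665 nm) as the 665/615 ratio.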
# * = called active by the depositor; i = inactive; ? = inconclusive; nt = not tested or not shown; [ ] = remark or other dose. Unless noted, the call rests on the fitted dose curve; in most records, active means well fitted curve in the direction sought with a large enough effect; inconclusive means small, poorly fitted or top-dose-only effect, or another doubt; inactive means no such curve, though single readings can be large; an effect the other way counts as inactive or inconclusive.
entry	smiles	TGFb inhibitor	Abeta yeast res	Mm-Cpn inhibitor	Nrf2 ARE act	CCT modulator	HepG2 viability	Nrf2 block	A549 tox	pAkt inh
1	CCCCOP(=O)(c1ccc(N(C)C)cc1)C(O)c1ccc(OC)cc1 (stereo not given)	0%	6%	1%	0.4%	-0.2	2%	-2%	3%	i
2	NS(=O)(=O)c1cccc(NC(=O)CSc2nc3ccccc3c(=O)n2CCCN2CCOCC2)c1	-2%	12%	1%	-0.6%	0.4	-3%	-6%	-5%	i
3	COCc1nnc(NC(=O)C2CCN(C(=O)c3ccccc3)CC2)s1	1%	nt	nt	nt	nt	22%	-30%	-4%	nt
4	NNC(=O)CSCc1ccc(Cl)cc1Cl	-3%	-2%	0%	-0.9%	-0.9	-17%	-1%	4%	i
5	O=S(=O)(c1ccc(Br)s1)N1CCN(c2ccccn2)CC1	-18%	4%	-1%	-0.2%	-3.2	-21%	?	13%	nt
6	CCC1=C(c2ccc(C)cc2)S(=O)(=O)N=C1N1CCC(C(=O)NCCc2cccc(OC)c2)CC1	?	-17%	nt	0.5%	nt	-35%	?	-16%	nt
7	Cc1ccc(S(=O)(=O)N(C)C)cc1NC(=O)c1cc(S(=O)(=O)N2CCCCC2)ccc1N1CCOCC1	38%[activator]	7%	-3%	0.4%	0.7	-12%	-18%	0%	i
8	CCSc1nc2n(n1)C(c1ccc(Cl)cc1Cl)C(C(=O)Nc1ccccc1C)=C(C)N2 (stereo not given)	-22%	-11%	nt	-0.2%	nt	4%	nt	-10%	nt
9	Cc1nc2cccnc2n1-c1cccc(C(=O)NCCN(C)C)c1	-2%	-3%	nt	-1.1%	nt	6%	?	5%	nt
10	O=C1c2ccccc2S(=O)(=O)c2cc(C(=O)N3CCC(C(=O)N4CCCCC4)CC3)ccc21	-1%	15%	nt	0.1%	-2.4	0%	9%	3%	i
11	CC(C)(C)N(Cc1ccccc1)C(=O)COC(=O)c1ccc(N2CCCC2=O)cc1	0%	8%	-5%	1.6%	-4.3	-3%	-7%	2%	i
12	COc1ccc(N2C(=O)N3[C@@H]4c5ccccc5OC[C@@H]4[C@@H](c4ccccc4)[C@@]3(C)C2=O)cc1	-3%	2%	-1%	0.4%	0.6	-16%	-17%	-8%	i
13	COC(=O)c1cc(S(=O)(=O)N2CCN(C3CCCCC3)CC2)c[nH]1	-8%	0%	1%	1.5%	-2.1	-2%	6%	5%	i
14	O=S(=O)(NCc1ccc2c(c1)OCO2)c1ccc(Cl)s1	-30%	10%	1%	0.5%	-0.9	0%	6%	15%	i
15	CC(=O)Nc1ccc(NC(=O)CNC(=O)c2cccc(C)c2)cc1	19%	-3%	2%	0.5%	0.7	-2%	1%	4%	i
16	CC1CCc2c(C(=O)NCCN3CCOCC3)csc2C1 (stereo not given)	-5%	-21%	1%	1.8%	-0.9	3%	6%	3%	i
17	CCC(C)c1ccc(NC(=S)NCc2cccnc2)cc1 (stereo not given)	-8%	5%	2%	2.7%	2.5	3%	-9%	4%	i
18	CCN1CCc2nc3ccccc3c(C(=O)Nc3ccc(NC(C)=O)cc3)c2C1	7%	12%	-1%	0.3%	-1.9	4%	13%	1%	i
19	CCOC(=O)C1=C(COC(=O)COc2ccccc2OCC)NC(=O)NC1C (stereo not given)	3%	7%	3%	0.0%	-2.7	-21%	5%	3%	i
20	Cc1cc(OCc2cc(C(=O)N3CCC(Oc4cccnc4)CC3)no2)cc(C)c1Cl	?	8%	0%	2.9%	-4.6	-28%	?	-11%	i
21	CCN(Cc1nc(-c2cccc(Cl)c2)no1)CC1CCCO1 (stereo not given)	-7%	16%	-1%	2.3%	-0.6	-4%	?	5%	i
22	O=C(CSCCO)Nc1nccs1	1%	-10%[9.22 µM]	3%	0.1%	-1.2	6%	nt	1%	i
23	CCN1C(=O)[C@H]2[C@@H](c3ccc(-c4ccc(F)cc4)c(OC)c3)N3CCC[C@@]3(C(=O)OC)[C@H]2C1=O	-23%	0%	-9%	11%	1.7	-15%	-12%	-6%	i
24	Cc1ccc(C(=O)NC2CC(C)(C)NC(C)(C)C2)cc1S(=O)(=O)N1CCOCC1	-2%	3%	nt	0.3%	-2.7	-13%	16%	4%	i
25	O=C1NCCC/C1=N/Nc1ccc(F)cc1	-5%	-5%	1%	0.5%	-4.7	4%	0%	-7%	i
26	Cc1cc(=O)n2cn[nH]c2n1	0%	-6%	nt	-0.6%	0.0	-5%	11%	-4%	i
27	CCOC(=O)c1sc2ncn(CC(=O)Nc3ccc(OC)c(Cl)c3)c(=O)c2c1C	1%	-12%	nt	-0.2%	nt	-55%	2%[9.27 µM]	1%	nt
28	O=C(O)c1cc(NCc2cc(O)ccc2O)ccc1O	-21%	nt	nt	nt	nt	-4%	-15%	-9%	nt
29	S=c1[nH]c2ccccc2n1Cc1ccccc1	-9%	11µM*	-3%	-0.6%[9.22 µM]	-5.2	-9%	22%	6%	i
30	Cc1nc2sc(C(c3ccco3)N3CCC(Cc4ccccc4)CC3)c(O)n2n1 (stereo not given)	-9%	7%	2%	-0.4%	0.9	-24%	13%	1%	i
31	Cc1cc(C(=O)COC(=O)C2=NNC(=O)CC2)c(C)n1-c1ccccc1	-1%	-3%	-1%	-0.9%	0.4	-21%	-13%	-8%	i
32	CCOc1ccccc1-n1c(SCC(=O)Nc2nccs2)nnc1-c1ccoc1C	-10%	-2%	0%	0.3%	-1.3	-17%	?	-11%	i
33	COc1ccc(CN2CCN(C(=O)C3CCC(CNS(=O)(=O)c4ccc(C)cc4)CC3)CC2)c(OC)c1OC (stereo not given)	?	-4%	-5%	3.2%	0.5	-24%	?	2%	i
34	CCOc1ccc(NC(=O)CSc2ccc3nnc(-c4cccnc4)n3n2)cc1	-2%	-2%	-20%	-0.5%	-0.8	8%	-16%	-1%	i
35	COc1ccc(CCc2nnc(CCC(=O)N(C)Cc3ccnc4ccccc34)o2)cc1	0%	1%	1%	4.3%	-2.8	-8%	21µM*	?	i
36	COc1ccc(N(CC(=O)Nc2cccc(C(C)=O)c2)S(=O)(=O)c2ccc(NC(C)=O)cc2)cc1	11%	-16%	1%	2.6%	-0.1	4%	-17%	3%	i
37	CCC1(c2ccccc2)NC(=O)N(CC(=O)Nc2ccc(N3CCOCC3)cc2)C1=O (stereo not given)	1%	-18%	1%	-0.7%	-2.5	-2%	3%	10%	i
38	N=C1SCC(=O)N1c1ccc(Cl)cc1	6%	-14%	1%	-0.4%	0.3	-14%	-1%	0%	i
39	CCOC(=O)COc1cc(N2C(=O)CSCC2=O)c(Cl)cc1Cl	?	-6%	0%	-0.9%	-0.7	-33%	8%	-2%	i
40	C/C=C(\C)CN1CCN(c2ccccc2F)CC1	-20%	12%	2%	-0.9%	2.3	-1%	-12%	-7%	?
41	CCc1nc2ccc(C(=O)Nc3ccc4c(c3)OCC(=O)N4)cn2c1N(C)Cc1nccn1C	10%	3%	nt	0.1%[9.22 µM]	0.5	-88%	nt	nt	i
42	CC(CC#CCN1CCOCC1)OCCC#N (stereo not given)	0%	-6%	4%	-1.3%	2.3	-3%	10%	3%	i
43	O=C(COc1ccccc1CNC[C@H]1O[C@@H](n2ccc(=O)[nH]c2=O)[C@H](O)[C@@H]1O)N1CCCCC1	-12%	-1%	nt	0.2%	0.5	-19%	nt	nt	i
44	COc1ccc(CNC(=O)CN(Cc2ccco2)C(=O)CNS(=O)(=O)c2ccc(F)cc2)cc1	-25%	12%	0%	3.8%	-2.2	4%	4%	-3%	i
45	Cc1noc(C)c1COc1cccc(C(=O)OC(C)C#N)c1 (stereo not given)	1%	-12%	-1%	0.8%	-1.4	2%	-6%	0%	i
46	COc1ccc(C2CC(=O)C=C3c4ccc(OC)cc4CCC32)cc1 (stereo not given)	-1%	-5%	nt	0.6%	1.7	-30%	nt	nt	i
47	CC(=O)c1ccc(NC(=S)NCCCN2CCOCC2)cc1	0%	4%	-1%	0.5%	1.5	2%	10%	-1%	i
48	COc1ccc(S(=O)(=O)N2CCOCC2)cc1N(C)S(=O)(=O)c1ccc(C)cc1	5%	-2%	-2%	-0.8%	-1.0	6%	-18%	-12%	i
49	CCOC(=O)Cn1cc(C#N)c2ccccc21	?	12%	4%	0.4%	-1.1	7%	2%	0%	i
50	CC(CNC(=O)c1cc(COc2c(F)cccc2F)on1)Oc1cccnc1 (stereo not given)	-12%	-2%	-2%	3.4%	0.2	-31%	?	1%	i
51	COc1c(O)cc2oc(-c3ccc(O)c(O)c3)cc(=O)c2c1O	?	0%	-5%	4.9%	0.2	-34%	17%	-6%	i
52	COC(=O)[C@@]1(Cc2ccccc2)[C@H]2C(=O)N(C)C(=O)[C@H]2[C@H]2CN(C)C(=NCc3ccccc3)N21	-13%	7%	nt	-0.5%	0.0	1%	-3%	-12%	i
53	COCCNC(=O)NC(=O)COC(=O)Cc1ccc2c(c1)OCCO2	2%	-10%	1%	0.4%	0.1	11%	9%	-15%	i

# 3 structures already listed, arranged by heavy-atom count, ascending:
entry	smiles	TGFb inhibitor	Abeta yeast res	Mm-Cpn inhibitor	Nrf2 ARE act	CCT modulator	HepG2 viability	Nrf2 block	A549 tox	pAkt inh
50	CC(CNC(=O)c1cc(COc2c(F)cccc2F)on1)Oc1cccnc1 (stereo not given)	-12%	-2%	-2%	3.4%	0.2	-31%	?	1%	i
37	CCC1(c2ccccc2)NC(=O)N(CC(=O)Nc2ccc(N3CCOCC3)cc2)C1=O (stereo not given)	1%	-18%	1%	-0.7%	-2.5	-2%	3%	10%	i
43	O=C(COc1ccccc1CNC[C@H]1O[C@@H](n2ccc(=O)[nH]c2=O)[C@H](O)[C@@H]1O)N1CCCCC1	-12%	-1%	nt	0.2%	0.5	-19%	nt	nt	i

# Rows are unselected; overall some 4.3% were active at least once.
